Bioassay records (PubChem)
TbMetRS inhib: T. brucei MetRS inhibitors, primary screen, biochemical, luminescence. purified T. brucei MetRS, ATP depletion, Kinase-Glo luminescence. inhibition, % at 11.9 µM. methionyl-tRNA synthetase (Trypanosoma brucei brucei). hit rate 0.4% among 360,000;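 active means inhibition above a per-plate cutoff of the control wells' mean inhibition plus 3 SD, cut at about 5.5% in these data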;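 further: 0% = DMSO wells median and 100% = median of wells with control inhibitor compound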
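Test system – parasite MetRS enzyme · Reagent – substrates ATP, L-methionine and bulk Escherichia coli tRNA · Doses – 11.9 µM compound single dose, 0.9% DMSO · Times – 15 min enzyme-compound preincubation, 2 h reaction, 10 min detection, 25 °C · Signal – Kinase-Glo luminescence, ATP depletion format · Controls – DMSO-only wells as low control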
bovine MsrA act: bovine MsrA enzyme activators, primary screen, biochemical, absorbance, HTS; activation, % at 10.6 µM; Methionine sulfoxide reductase A (Bos taurus); purified bovine MsrA, absorbance read-out; hit rate 0.3% among 360,000; in the data active means activation above about 7.5%;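 further: 0% = vehicle and 100% = reference activator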
E coli Lon inh: inhibitors of E. coli Lon protease, primary screen, biochemical, fluorescence polarization. hit rate 0.42% among 360,000. inhibition, % at 7.94 µM. P0A9M0. AID 602123, 2011. purified E. coli Lon protease; in the data active means inhibition above about 13%, passing the limit was not always enough;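 further: 0% = enzyme with probe and DMSO and 100% = no enzyme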
MsrA inh: bovine MsrA enzyme inhibitors, primary screen, biochemical, absorbance, HTS; purified bovine MsrA, absorbance read-out; hit rate 0.75% among 360,000; Methionine sulfoxide reductase A (Bos taurus); inhibition, % at 15.5 µM; AID 651718, 2012; in the data active means inhibition above about 4.5%;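 further: 0% = vehicle wells with enzyme and 100% = reference inhibitor wells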
NRP1-CendR mod: modulators of CendR peptide binding to NRP-1, primary screen, biochemical, fluorescence polarization, uHTS; Neuropilin-1 (Homo sapiens), O14786; FAM-RPARPAR peptide binding to NRP-1; inhibition, % at 25 µM; hit rate 0.85% among 360,000; AID 602438, 2012;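 active means inhibition or corrected inhibition above about 18%, plus a signal ratio from 0.5 to 1.5, limit read from the data, passing the limit was not always enough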; further: strong numbers were not always called active
MT1-MMP act inh: blockers of MT1-MMP proenzyme processing, primary screen, HT1080 RFP-PRO-GFP cells, GFP/RFP fluorescence; Matrix metalloproteinase-14 (Homo sapiens), P50281; hit rate 0.061% among 360,000; GFP/RFP ratio fluorescence, overnight; percent of plate control window, DMSO zero; GFP/RFP ratio change, % at 20 µM; AID 651647, 2012;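 active means GFP/RFP ratio change of at least 30% with cell ATP level not reduced by more than half and red fluorescence within 50% of control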; further: strong numbers were not always called active
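Assay system – RFP-PRO-GFP reporter HT1080 cells · Compound dosing – single dose of 20 µM compound, 1% DMSO final · Incubation – overnight compound exposure at 37 °C · Measure – GFP/RFP fluorescence ratio · Benchmarks – DMSO wells and RFP-L50D-GFP cells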
FAS-TE inh: FAS thioesterase domain inhibitors, primary screen, biochemical, fluorescence intensity, uHTS | Fatty acid synthase (Homo sapiens), P49327 | recombinant FAS-TE, OMFH fluorogenic substrate, fluorescence endpoint | inhibition, % at 15 µM | hit rate 0.67% among 360,000;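 active means compounds whose normalised, plate-corrected inhibition of enzyme fluorescence in the single-dose primary screen is 50% or more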;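 further: 0% = DMSO with enzyme and 100% = substrate without enzyme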
MLLE-PAM2 inh: inhibitors of PABP1 MLLE–PAM2 peptide binding, primary screen, biochemical, fluorescence polarization, FITC-PAM2, GST-MLLE; Polyadenylate-binding protein 1 (Homo sapiens), P11940; inhibition, % at 20 µM; hit rate 0.36% among 360,000; in the data active means inhibition above about 35%, passing the limit was not always enough;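 further: plate controls were DMSO wells with GST-MLLE for no effect and wells lacking GST-MLLE protein for full effect; some results filed as inactive read as strong as hits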
Target sequence (P11940 whole entry, looked up): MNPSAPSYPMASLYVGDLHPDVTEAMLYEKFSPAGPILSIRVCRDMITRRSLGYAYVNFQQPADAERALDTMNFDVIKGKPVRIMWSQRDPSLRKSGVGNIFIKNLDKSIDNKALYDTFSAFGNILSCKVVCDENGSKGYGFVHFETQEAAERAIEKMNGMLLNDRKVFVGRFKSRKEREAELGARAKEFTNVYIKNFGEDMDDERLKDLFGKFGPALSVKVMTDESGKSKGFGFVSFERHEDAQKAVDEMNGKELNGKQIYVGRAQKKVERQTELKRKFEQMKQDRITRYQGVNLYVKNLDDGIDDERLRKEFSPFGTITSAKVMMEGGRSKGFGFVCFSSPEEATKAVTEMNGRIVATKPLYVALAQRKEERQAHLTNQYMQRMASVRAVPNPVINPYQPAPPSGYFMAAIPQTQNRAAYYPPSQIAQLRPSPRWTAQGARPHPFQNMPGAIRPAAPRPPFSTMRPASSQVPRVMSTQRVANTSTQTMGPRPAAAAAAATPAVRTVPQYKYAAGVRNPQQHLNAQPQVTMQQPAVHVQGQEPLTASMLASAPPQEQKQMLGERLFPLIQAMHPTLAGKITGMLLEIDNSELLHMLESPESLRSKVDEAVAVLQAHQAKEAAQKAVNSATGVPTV
SKN-1 block: suppressors of acrylamide-induced Pgst-4::GFP reporter in worms, primary screen, SKN-1 inhibitor project, whole organism, uHTS, GFP/RFP fluorescence ratio, strain VP596; C. elegans VP596 Pgst-4::GFP/RFP ratio, 24 h; inhibition, % at 21.8 µM; hit rate 0.49% among 360,000; AID 624304, 2012;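 active means interference check ratio from 0.5 to 1.5 plus GFP to RFP signal ratio inhibition reaching or exceeding a fixed threshold, cut at about 30% in these data, passing the limit was not always enough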; further: some compounds called inactive have numbers as strong as hits
* hit, by the source's call; . = no result given.

#	SMILES	TbMetRS inhib	bovine MsrA act	E coli Lon inh	MsrA inh	NRP1-CendR mod
1	COc1cc(NC(=O)CN(C)CCOc2ccccc2)c(C)cc1[N+](=O)[O-]	0.2	-3	-4	2.7	15
2	COc1ccccc1N(CCC#N)C(=O)CSc1nc(-c2ccccc2)cn1N	-1.0	-7	-5	-0.7	20
3	CCN(C(=O)COC(=O)c1cccc(S(=O)(=O)NCc2ccccc2)c1)c1ccccc1	-0.4	-2	7	1.8	1
4	Cc1ccc(NCc2nnc(SCC(=O)N(Cc3ccccc3)C(C)(C)C)o2)c(C)c1	-0.5	3	1	-0.4	4
5	COc1cc(/C=N/NC(=O)c2nc(C)cc(C)n2)ccc1O	-0.6	-5	-6	4.5	8
6	c1cnn(Cc2cnc(N3CCOCC3)s2)c1	-0.3	-2	-3	-1.3	1
7	Cc1cc(C)c(S(C)(=O)=O)c(Oc2ccc(C(C)(C)C)cc2)n1	-0.2	1	9	0.0	-10
8	S=C(Nc1ccc2c(c1)OCO2)N1CCN(Cc2ccco2)CC1	-0.9	-10	2	0.6	-1
9	Cc1ccc(N=Nc2c(O)[nH]c3ccc(F)cc23)cc1	0.6	-2	-139	-0.8	134
10	COC(=O)C(C(=O)OC)C(C)C(C(=O)OC)C(=O)OC	-0.1	0	7	-0.6	4

#	MT1-MMP act inh	FAS-TE inh	MLLE-PAM2 inh	SKN-1 block
1	4	26	7	24
2	-1	3	22	12
3	2	10	-1	4
4	-1	23	-3	2
5	5	-4	-5	4
6	0	-7	12	-5
7	2	13	9	23
8	-5	-4	-71	8
9	-91	-101	-79	7
10	0	-10	1	3

Another view of seven compounds above:
| nr | mol | TbMetRS inhib | bovine MsrA act | E coli Lon inh | MsrA inh | NRP1-CendR mod | MT1-MMP act inh | FAS-TE inh | MLLE-PAM2 inh | SKN-1 block |
| --- | --- | --- | --- | --- | --- | --- | --- | --- | --- | --- |
| 10 | COC(=O)C(C(=O)OC)C(C)C(C(=O)OC)C(=O)OC | -0.1 | 0 | 7 | -0.6 | 4 | 0 | -10 | 1 | 3 |
| 2 | COc1ccccc1N(CCC#N)C(=O)CSc1nc(-c2ccccc2)cn1N | -1.0 | -7 | -5 | -0.7 | 20 | -1 | 3 | 22 | 12 |
| 7 | Cc1cc(C)c(S(C)(=O)=O)c(Oc2ccc(C(C)(C)C)cc2)n1 | -0.2 | 1 | 9 | 0.0 | -10 | 2 | 13 | 9 | 23 |
| 3 | CCN(C(=O)COC(=O)c1cccc(S(=O)(=O)NCc2ccccc2)c1)c1ccccc1 | -0.4 | -2 | 7 | 1.8 | 1 | 2 | 10 | -1 | 4 |
| 1 | COc1cc(NC(=O)CN(C)CCOc2ccccc2)c(C)cc1[N+](=O)[O-] | 0.2 | -3 | -4 | 2.7 | 15 | 4 | 26 | 7 | 24 |
| 5 | COc1cc(/C=N/NC(=O)c2nc(C)cc(C)n2)ccc1O | -0.6 | -5 | -6 | 4.5 | 8 | 5 | -4 | -5 | 4 |
| 6 | c1cnn(Cc2cnc(N3CCOCC3)s2)c1 | -0.3 | -2 | -3 | -1.3 | 1 | 0 | -7 | 12 | -5 |

Next part
#	SMILES	TbMetRS inhib	bovine MsrA act	E coli Lon inh	MsrA inh	NRP1-CendR mod
11	CCOCC(=O)Nc1nc2ccc(S(C)(=O)=O)cc2s1	-1.1	-4	-3	1.2	9
12	CC(=O)CCSc1ncnc2sc(-c3ccccc3)cc12	-0.3	-1	-7	1.7	-8
13	COc1ccc2cc(C(=O)N3CCOCC3)sc(=O)c2c1OC	-1.0	-3	-2	0.1	7
14	COC(=O)C[C@@H]1OC[C@H](C(C)C)N1S(=O)(=O)c1ccc(C)cc1	-0.2	.	.	1.3	-1
15	O=S(=O)(NC(CO)Cc1ccccc1)c1ccc(Br)cc1F (stereo not given)	0.5	-4	-4	-0.7	5
16	Nc1nc(Sc2ccc([N+](=O)[O-])c3nonc23)c2[nH]cnc2n1	-0.1	-6	-48	3.0	9
17	Cc1cccc(N2CC(C(=O)Nc3nnc(SCC(=O)Nc4nccs4)s3)CC2=O)c1 (stereo not given)	-0.4	-5	-1	0.8	-29
18	CC(C)NC(=O)c1ccc(-c2ccc(Cl)c(C(F)(F)F)c2)o1	-0.3	-3	0	0.6	1
19	CCOc1ccc(N2CC(C(=O)NNC(=O)c3ccc(F)cc3)CC2=O)cc1 (stereo not given)	-0.2	-2	2	0.6	2
20	Nc1ccc(-c2nc3c(Cl)c(N)ccc3[nH]2)cc1	-0.9	-10	-1	5.3*	-4

#	MT1-MMP act inh	FAS-TE inh	MLLE-PAM2 inh	SKN-1 block
11	5	-13	11	-12
12	-1	16	-20	6
13	8	-1	2	4
14	-4	.	.	0
15	-3	0	5	-8
16	-105	-21	-2	7
17	-5	-1	-20	7
18	1	6	8	7
19	0	-4	4	-2
20	16	-5	-14	8

Following part
#	SMILES	TbMetRS inhib	bovine MsrA act	E coli Lon inh	MsrA inh	NRP1-CendR mod
21	COc1cc(S(=O)(=O)NC2CCCC2)ccc1F	-0.2	-7	2	0.9	6
22	N#CCc1nn(-c2ccc(F)cc2)c(N)c1C#N	-0.1	-2	-2	1.3	-1
23	COc1ccc(CN2CCN(Cc3ccc(C)cc3)C(CCO)C2)cc1OC (stereo not given)	-0.5	-2	-2	-1.1	-10
24	CC(C)Cn1c(N2CCN(C(=O)/C=C/c3ccccc3)CC2)nc2ccccc21	0.0	0	-2	-0.8	2
25	O=C(Nc1ccc(N2CCOCC2)cc1)C1CCN(S(=O)(=O)c2ccc3c(c2)OCCO3)CC1	-1.4	-13	4	1.2	12
26	COC(=O)c1c(NC(=O)C2CCCO2)sc2c1CCC2 (stereo not given)	-0.1	0	2	1.5	8
27	COc1cccc(CC(=O)Nc2ncc(C)s2)c1	0.8	-2	1	-0.5	7
28	C[n+]1cn(CC(O)COCc2ccccc2)c2ccccc21 (stereo not given)	-0.3	0	-2	0.3	-1
29	COC(=O)c1onc(-c2c(OC)cc(OC)cc2OC)c1C(=O)OC	0.0	-1	-3	-0.2	3
30	COc1ccc(N2CCN(C(=O)CCc3ccc(S(=O)(=O)NC(C)C)cc3)CC2)cc1	0.0	-1	-7	1.3	-6

#	MT1-MMP act inh	FAS-TE inh	MLLE-PAM2 inh	SKN-1 block
21	-2	-6	2	-11
22	-2	-5	4	11
23	-1	-4	10	9
24	-7	8	4	14
25	.	2	-3	-13
26	-1	1	1	-8
27	-5	-6	-22	3
28	1	-9	-109	-1
29	1	-40	12	11
30	-1	0	4	16

The listing continues.
#	SMILES	TbMetRS inhib	bovine MsrA act	E coli Lon inh	MsrA inh	NRP1-CendR mod
31	Cc1ccc2[nH]c(=O)c(CNC(C)(C)C)cc2c1	-1.1	-11	-1	1.5	8
32	CC1=C(C)CC(C(=O)NCCCN2CCCC2=O)C(C(=O)O)C1 (stereo not given)	-0.3	-3	-9	-1.1	-2
33	Cc1noc(C)c1C(=O)OCC(=O)N1CCc2ccccc21	-0.2	-2	-10	1.5	0
34	COc1ccc(C(=O)CSc2nnc(CNc3ccc(C)cc3C)n2Cc2ccco2)cc1	0.0	-2	-7	0.4	-7
35	CCc1nc(Nc2ccccc2F)c2oc3ccccc3c2n1	-0.7	-2	17	0.2	-3
36	Cc1ccc(SC2=C(C(=O)O)CCCC2)cc1	0.0	-5	0	-0.2	1
37	CCCCC(=O)Nc1ccc(C(=O)Nc2ccc(S(=O)(=O)Nc3ccc(C)cc3)cc2)cc1	0.1	-3	10	-0.5	2
38	CC1C(=O)C(C)C(c2ccc3c(c2)OCO3)NC1c1ccc2c(c1)OCO2 (stereo not given)	-0.4	-2	-8	0.4	-4
39	Fc1cccc2sc(Nc3nc4c(F)cccc4s3)nc12	-0.1	-2	5	1.2	8
40	COc1ccc2sc(-c3ccccc3OC)c(-c3ccc(OCCN4CCCC4)cc3)c2c1	-0.2	1	-3	-0.5	-3

#	MT1-MMP act inh	FAS-TE inh	MLLE-PAM2 inh	SKN-1 block
31	6	-7	-4	9
32	0	-9	1	1
33	3	3	-1	17
34	1	-2	-108	19
35	0	5	13	3
36	3	-5	5	6
37	6	-7	1	7
38	3	31	-11	8
39	-5	4	-7	-5
40	1	15	-16	-7

Additional results follow:
#	SMILES	TbMetRS inhib	bovine MsrA act	E coli Lon inh	MsrA inh	NRP1-CendR mod
41	COc1ccc(N=C2CCCN2CC(N)=O)cc1	-0.7	-3	-2	-0.2	22
42	Cc1nn(CC(=O)NCCc2ccc(Cl)cc2Cl)c(C)c1[N+](=O)[O-]	16*	-10	-2	-0.2	-4
43	O=C(O)COc1c(Cl)cc(/C=C2/NC(=O)NC2=O)cc1Br	-0.2	-3	4	1.6	-5
44	Cc1ccc(S(=O)(=O)c2ncccc2[N+](=O)[O-])cc1	0.4	1	-1	-0.4	-2
45	CCOC(=O)C(Cc1ccc(N)cc1)N1C(=O)c2ccccc2C1=O (stereo not given)	-0.6	-1	7	0.4	9
46	O=C(N/N=C/c1c(Cl)cccc1Cl)c1ccc(F)cc1	-0.4	-3	0	0.9	9
47	Cc1nn(C)c(C(=O)NNC(=S)Nc2ccc(Cl)cc2)c1[N+](=O)[O-]	-0.8	1	-6	2.3	-9
48	CSc1cccc(Nc2ccc(S(=O)(=O)N3CCOCC3)cc2[N+](=O)[O-])c1	-0.5	-10	2	1.0	7
49	O=C(NCc1ccc2c(c1)OCO2)c1c(-c2ccccc2)sc2ccccc12	-0.5	-1	10	-0.3	19

#	MT1-MMP act inh	FAS-TE inh	MLLE-PAM2 inh	SKN-1 block
41	7	-13	6	-10
42	3	15	-6	-9
43	3	-4	-11	3
44	-19	9	7	-11
45	1	1	5	12
46	3	1	12	11
47	6	-1	30	0
48	2	29	3	-13
49	6	11	-11	-22
